Apaf1 inhib – inhibitors of human Apaf-1 apoptosome. reconstituted apoptosome caspase-3 activity, DEVD-Rh110 fluorescence. inhibition, % at 20 µM. actives 0.71% (n = 330,000). AID 489030; active means inhibition of at least 40% at 20 µM;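 further: plate controls were DMSO wells for no effect and DEVD-CHO caspase inhibitor wells for full effect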
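Material: cell-free apoptosome with Apaf-1, procaspase-3 and caspase-9; Buffer or medium: Hepes pH 7.5 with detergent and BSA; Reagent: cytochrome c trigger plus (Z-DEVD)2-Rh110 caspase-3 substrate; Times: compound with Apaf-1, dATP, procaspase-3 30 min, then 50 min reaction, room temperature; Technique: Rh110 fluorescence intensity.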
SENP8 block-1 – blocks human SENP8 cleavage of Nedd8 substrate; Q96LD8; recombinant SENP8, Nedd8 substrate fluorescence; inhibition, % at 20 µM; actives 0.64% (n = 360,000); AID 602440; in the data active means inhibition mostly above about 40%, no sharp cut-off; inactive means mostly below about 27%
Target sequence (Q96LD8 whole entry, looked up): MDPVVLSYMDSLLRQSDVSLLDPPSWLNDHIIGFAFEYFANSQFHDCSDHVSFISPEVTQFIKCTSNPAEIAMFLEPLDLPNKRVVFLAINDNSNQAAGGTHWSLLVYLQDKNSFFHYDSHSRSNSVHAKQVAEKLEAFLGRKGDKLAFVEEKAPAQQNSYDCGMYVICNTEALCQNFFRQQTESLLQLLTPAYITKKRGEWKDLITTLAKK
A3G deaminase – inhibitors of human APOBEC3G DNA deaminase; Q9HC16; recombinant A3G, ssDNA deamination FAM/TAMRA fluorescence; inhibition, % at 20 µM; actives 0.28% (n = 330,000);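 active means inhibition of at least 40% at 20 µM, with no more than 30% in the related APOBEC3A deaminase screen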;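 further: plate controls were DMSO wells with A3G for no effect and wells lacking A3G enzyme for full effect; some compounds called inactive have numbers as strong as hits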
Target sequence (Q9HC16 whole entry, looked up): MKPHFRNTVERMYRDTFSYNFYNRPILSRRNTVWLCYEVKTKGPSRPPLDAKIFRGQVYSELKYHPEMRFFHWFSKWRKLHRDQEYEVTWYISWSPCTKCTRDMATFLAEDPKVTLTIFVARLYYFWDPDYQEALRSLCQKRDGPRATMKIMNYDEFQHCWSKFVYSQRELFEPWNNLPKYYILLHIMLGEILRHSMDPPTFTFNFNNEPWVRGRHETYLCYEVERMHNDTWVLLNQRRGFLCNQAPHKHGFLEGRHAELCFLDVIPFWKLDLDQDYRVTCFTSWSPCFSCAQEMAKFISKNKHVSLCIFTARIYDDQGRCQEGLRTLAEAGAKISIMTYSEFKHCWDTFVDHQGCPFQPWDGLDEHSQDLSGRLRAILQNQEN
SENP1 FRET inh – SENP1 (human) catalytic domain inhibition. recombinant SENP1 catalytic domain, CyPet-SUMO1-YPet FRET cleavage. inhibition, % at 10 µM. actives 0.21% (n = 360,000). Q9P0U3;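 active means inhibition at least 30% at 10 µM, raw YFP signal under a set limit, fluorescence ratio 0.5 to 1.5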;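 further: 0% = enzyme with DMSO and 100% = no enzyme wells; some results filed as inactive read as strong as hits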
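Material – human SENP1 catalytic domain · Input – SENP1 enzyme, 20 pM final · Compound dosing – single concentration of 10 µM compound, 0.5% DMSO final · Timing – enzyme reaction for 50 min at room temperature, dark · Measured by – FRET fluorescence in CFP and YFP emission channels · Control set – no-enzyme wells low, DMSO-plus-enzyme wells high control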
SENP6 block – inhibitors of human SENP6 protease; Q9GZR1; Recombinant SENP6 catalytic domain, aminoluciferin luminescence; inhibition, % at 10 µM; actives 1.8% (n = 330,000); AID 2599;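 active means inhibition above about 50% at the single tested dose, limit read from the data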;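 further: plate controls were DMSO wells with enzyme for no effect and DMSO wells lacking enzyme for full effect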
SENP8 block-2 – SENP8 protease inhibition; purified SENP8, Z-RLRGG-aminoluciferin cleavage, luminescence; inhibition, % at 10 µM; actives 1.2% (n = 330,000); AID 2540; in the data active means inhibition above about 50%
UBC13 polyUb – inhibitors of human UBC13 polyubiquitin chain formation. P61088. TR-FRET. inhibition, % at 20 µM. actives 0.47% (n = 330,000); in the data active means inhibition above about 45%, passing the limit was not always enough
SENP7 block – inhibitors of human SENP7 protease | Q9BQF6 | actives 1.5% (n = 330,000) | inhibition, % at 5 µM | recombinant SENP7, Z-RLRGG-aminoluciferin luminescence, 40 min;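 active means inhibition above about 50% at the single test dose, limit read from the data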;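 further: plate controls were DMSO with enzyme for no effect and no enzyme buffer wells for full effect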
Target sequence (Q9BQF6 706-1050 limits assumed): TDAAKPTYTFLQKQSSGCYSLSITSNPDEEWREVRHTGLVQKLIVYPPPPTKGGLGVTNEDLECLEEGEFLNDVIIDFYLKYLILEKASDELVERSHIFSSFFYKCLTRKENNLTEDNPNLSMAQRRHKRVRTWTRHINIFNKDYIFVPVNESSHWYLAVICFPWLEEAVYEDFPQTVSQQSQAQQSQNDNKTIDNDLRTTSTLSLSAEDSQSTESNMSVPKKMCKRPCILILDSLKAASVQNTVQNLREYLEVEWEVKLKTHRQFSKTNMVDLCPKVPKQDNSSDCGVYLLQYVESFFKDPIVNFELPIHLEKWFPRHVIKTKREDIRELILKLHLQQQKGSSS
An asterisk follows results filed as active. Outcome played no part in choosing rows (roughly 3.6% active in at least one column).

SMILES	Apaf1 inhib	SENP8 block-1	A3G deaminase	SENP1 FRET inh	SENP6 block	SENP8 block-2	UBC13 polyUb	SENP7 block
Cc1cc(C(=O)O)c(CSCc2cc(C(=O)O)oc2C)o1	8.0	9.9	-6.1	-0.3	-27.7	-5.5	-0.6	-4.4
c1ccc2c(c1)Cn1c-2nc2ccccc21	-4.1	-1.4	0.6	1.8	92.4*	81.2*	1.0	90.8*
CC1CCCN(C(=O)CCCC(=O)N2CCCC(C)C2)C1 (stereo unspecified)	7.3	7.6	-5.4	-0.7	-6.0	-4.1	-0.7	-3.7
NC(=O)c1nsc(C(=O)N(Cc2ccco2)C(C(=O)NCC2CCCO2)c2ccc(F)cc2)c1N (stereo unspecified)	0.8	-257.1	1.2	-6.3	-12.1	-4.4	1.4	-8.9
COc1cc2cc(CCCOC(=O)c3ccc(Br)cc3)oc(=O)c2cc1OC	7.8	-22.8	-7.7	2.0	-1.9	0.5	-1.8	2.9
COCCN1CCN(C(=O)c2cc(COc3ccc(Cl)cc3OC)on2)CC1	11.4	7.5	0.5	-0.1	10.0	-2.9	0.8	-8.8
O=C(CN1C(=O)C2CC=CCC2C1=O)NCc1cccs1 (stereo unspecified)	14.5	9.0	-4.9	-2.2	-21.6	0.0	2.8	2.0
COc1ccccc1N1CCN(S(=O)(=O)CCNC(=O)Cc2ccc(F)cc2)CC1	7.8	12.9	-12.0	0.8	-8.7	2.8	0.7	-0.7
CC1CCCCN1CC(=O)Nc1sc2c(c1C#N)CCC2 (stereo unspecified)	8.2	13.8	-3.8	-17.3	-6.2	-8.2	2.7	-9.0
Cc1cc(NS(=O)(=O)c2ccc(NC(=O)c3cnc4sccn4c3=O)cc2)nc(C)n1	-2.0	-116.1	-2.8	1.4	-2.3	12.5	-8.7	4.8
CC1CN(CCC(=O)Nc2ccccc2F)CC(C)O1 (stereo unspecified)	-8.5	21.1	-4.3	2.9	4.9	1.1	-0.9	-1.9
CN(C)CCNS(=O)(=O)c1ccc(Cl)cc1	10.9	12.7	-1.5	2.0	-5.6	-9.2	-3.7	-13.3
CN(C)C(=O)NC(Nc1ccc(Cl)cc1Cl)C(Cl)(Cl)Cl (stereo unspecified)	-11.1	14.7	-5.5	-1.6	-16.2	-8.7	4.5	-9.9
CCOC(=O)N1CCC(NC(=O)CSCc2cnn(-c3ccccc3)c2-n2cccc2)CC1	2.2	6.8	-1.4	0.5	-0.7	-2.3	7.4	-2.3
O=C(CCC(=O)N(CC(=O)NC1CCCCC1)Cc1cccs1)Nc1nccs1	-8.1	33.6	-1.6	4.3	10.7	-4.0	8.7	-0.9
CC(C)CCC1(C)NC(=O)N(CC(=O)Nc2ccc3c(c2)OCCO3)C1=O (stereo unspecified)	1.2	7.7	4.3	1.5	-6.3	-3.1	5.5	6.8
CCc1noc(C)c1C(=O)N1CC(C)OC(C)C1 (stereo unspecified)	-2.7	18.0	-6.0	0.3	-2.6	-0.3	1.6	3.1
COc1ccc(S(=O)(=O)N2CCC(C(=O)N3CCCCC3)CC2)cc1OC	-0.4	15.3	1.4	1.1	-0.1	3.8	-2.0	6.8
CN=c1scc(C)n1/N=C/c1ccc2c(c1)OCO2	2.5	-23.5	-4.2	-15.8	98.3*	88.1*	-6.2	97.0*
COc1cccc(-n2c(=O)[nH]cc(C(=O)Nc3ccc4c(c3)OCCO4)c2=O)c1	2.0	-1.7	-8.5	0.9	-7.8	-8.6	-10.1	1.4
O=S(=O)(NCCCc1ccccc1)c1cccc2nsnc12	14.4	27.0	-5.8	-0.6	4.6	-9.7	-11.9	-9.8
CC1(C)C(=O)OC(c2c3ccccc3cc3ccccc23)C(C)(C)C1=O (stereo unspecified)	15.0	-435.1	-3.5	-2.8	-9.9	7.1	2.8	1.8
COc1cc(OC)c(NC2=CC(=O)C(=O)c3ccccc32)cc1Cl	91.6*	-292.5	-3.7	1.0	79.5*	70.0*	-327.9	53.2*
O=C(O)Cn1c(P(=O)(O)c2ccccc2)nc2ccccc21	-1.9	17.4	-1.4	1.5	-11.5	-7.2	1.4	0.6

Next part, starting with the last 4 of the part before.
SMILES	Apaf1 inhib	SENP8 block-1	A3G deaminase	SENP1 FRET inh	SENP6 block	SENP8 block-2	UBC13 polyUb	SENP7 block
O=S(=O)(NCCCc1ccccc1)c1cccc2nsnc12	14.4	27.0	-5.8	-0.6	4.6	-9.7	-11.9	-9.8
CC1(C)C(=O)OC(c2c3ccccc3cc3ccccc23)C(C)(C)C1=O (stereo unspecified)	15.0	-435.1	-3.5	-2.8	-9.9	7.1	2.8	1.8
COc1cc(OC)c(NC2=CC(=O)C(=O)c3ccccc32)cc1Cl	91.6*	-292.5	-3.7	1.0	79.5*	70.0*	-327.9	53.2*
O=C(O)Cn1c(P(=O)(O)c2ccccc2)nc2ccccc21	-1.9	17.4	-1.4	1.5	-11.5	-7.2	1.4	0.6
CCOc1cc(/C=N\NC(N)=O)cc(Br)c1OC(C)C	1.3	21.8	-4.0	1.7	-1.7	-13.6	-20.6	-7.9
CCCCOc1ccc(CON(C(C)=O)C(C)=O)cc1Cl	2.2	12.2	-6.1	2.3	-14.8	-12.9	-2.5	-8.0
Cc1cc(C(F)F)n2ncc(C(=O)N3CCC(C(N)=O)CC3)c2n1	3.5	11.8	-1.9	-0.7	-3.2	-7.3	-0.9	0.3
Cc1ccc(S(=O)(=O)Nc2ccc3c(c2)nc(CCN2CCOCC2)n3C)cc1	-3.6	15.4	-7.5	-2.1	-21.1	-5.8	-4.6	-1.7
O=C(C=C1SCCS1)/C=C/c1ccco1	3.6	18.0	32.7	-11.0	-7.6	4.1	-13.4	2.9
CC(C)(C)c1ccc(O)c(N=Cc2cc(Br)ccc2O)c1	13.3	-58.7	2.5	-6.4	17.9	14.6	3.4	6.0
Cc1cccc(NC(=O)c2ccc(F)c(S(=O)(=O)N3CCC4(CC3)OCCO4)c2)c1	0.8	3.4	0.4	5.0	20.6	9.3	-2.2	18.2
CCn1c2ccccc2c2cc(NC(=O)COC(=O)c3cc(Cl)c(N)cc3OC)ccc21	-17.0	-159.3	-3.8	3.4	-19.1	2.9	4.8	4.6
S=C(Nc1cccc(Cl)c1)Nc1ccc2cn[nH]c2c1	6.0	-259.6	-4.9	-1.2	13.6	1.7	9.6	4.6
CC(C)NC(=O)c1ccccc1NC(=O)C(C)Oc1ccccc1 (stereo unspecified)	-22.7	1.1	-11.3	2.0	1.8	-2.8	23.1	0.1
CCN(CC)c1ccc(/C=N/N=C(c2ccccc2)c2ccccc2)c(O)c1	-5.4	-187.6	-8.9	-26.4	-4.5	0.9	-5.0	3.7
Cc1nnc(NC(=O)c2cccc(S(=O)(=O)N3CCN(C)CC3)c2)s1	1.6	2.6	0.2	3.0	-5.1	-5.5	-1.7	-11.2

Taken from above.
Entry of CCN(CC)c1ccc(/C=N/N=C(c2ccccc2)c2ccccc2)c(O)c1 in SENP1 FRET inh: -26.4
Entry of CCOc1cc(/C=N\NC(N)=O)cc(Br)c1OC(C)C in A3G deaminase: -4.0
Entry of Cc1cc(C(F)F)n2ncc(C(=O)N3CCC(C(N)=O)CC3)c2n1 in Apaf1 inhib: 3.5
Entry of Cc1ccc(S(=O)(=O)Nc2ccc3c(c2)nc(CCN2CCOCC2)n3C)cc1 in SENP6 block: -21.1

Next section:
SMILES	Apaf1 inhib	SENP8 block-1	A3G deaminase	SENP1 FRET inh	SENP6 block	SENP8 block-2	UBC13 polyUb	SENP7 block
O=C(OCC(=O)c1cccs1)c1cccc(C(=O)OCC(=O)c2cccs2)n1	2.1	2.3	-8.4	2.1	-5.9	6.4	-1.6	-2.9
COC(=O)c1ccc(N2CCN(C)CC2)c(NC(=O)c2ccc(Br)o2)c1	7.7	8.1	-6.2	2.8	4.2	-0.7	4.7	-4.5
Cn1c(SCC(=O)c2ccccc2)nnc1-c1ccncc1	-11.8	7.9	-8.5	2.8	-12.4	-6.0	5.8	7.9
O=C(Cn1cc(C(F)(F)F)ccc1=O)N/N=C/c1ccc(Cl)c(Cl)c1	20.6	26.8	-4.3	1.8	-5.1	-2.8	9.5	2.0
Clc1cccc(Cl)c1CSc1cc2c(nn1)-c1ccccc1CC2	16.0	4.6	5.1	1.3	4.4	0.2	-12.9	0.4
O=C(Cc1ccc(Cl)cc1)Nc1cccc(-c2nnc(-c3ccco3)o2)c1	10.7	-82.8	-4.7	-0.1	0.1	2.3	1.9	4.9
COc1ccc(CN(CCO)CCO)cc1[N+](=O)[O-]	-5.8	6.7	-7.3	1.8	-8.8	4.7	4.3	-3.5
CN(C)CCNC(C(=O)Nc1cc(Cl)cc(Cl)c1)c1ccccc1 (stereo unspecified)	-2.4	12.7	3.4	0.7	17.9	-0.5	-3.9	6.7
c1ccc(-c2cc3c(N4CCOCC4)ncnc3s2)cc1	1.9	-420.0	-10.4	-30.4	-8.5	1.4	0.4	1.8
CCOc1ccc(Cl)cc1/C=N/O	-10.5	0.9	-2.1	0.9	-12.2	-4.1	12.3	5.3
COc1ccc(-c2cc(=O)oc3cc(OC(C)C(=O)NCCCn4ccnc4)ccc23)cc1 (stereo unspecified)	-4.3	1.9	-8.0	-3.8	15.4	3.9	15.3	0.9
O=C(Nc1ccc([N+](=O)[O-])cc1)c1ccc(Cn2cc([N+](=O)[O-])cn2)cc1	-7.4	5.5	-3.6	4.1	5.2	-1.2	2.7	2.0
O=S(=O)(c1cccc(-c2nc3ccccc3s2)c1)N1CCOCC1	17.9	-14.2	-0.6	0.4	3.6	-3.4	1.5	9.2
Cc1ccc2c(c1)c1c(n2CCc2ccc(C)nc2)CCN(C)C1	2.9	-10.0	-2.2	7.3	9.8	-1.5	9.6	3.8
CC1=C(C(=O)OC(C)(C)C)C(c2cccs2)NC(=O)N1 (stereo unspecified)	0.3	13.7	-1.9	-5.4	0.1	0.1	5.3	2.7
O=C(c1ccc(Cl)c(S(=O)(=O)N2CCCC2)c1)N1CCOCC1	-4.9	-2.2	-1.4	-0.6	-4.0	-0.7	2.2	-4.5
Cc1cc(S(=O)(=O)NCc2ccncc2)c(C)cc1Br	-8.6	9.8	-3.0	0.8	-12.2	-7.9	0.6	10.9
O=C(N/N=C/c1ccco1)c1cc([N+](=O)[O-])cc([N+](=O)[O-])c1	2.7	27.6	-6.0	1.6	0.0	-8.8	-30.8	2.7
Cc1ccc(SCC(=O)NCc2ccco2)cc1	-3.5	16.9	0.7	-1.6	-10.2	2.9	4.7	10.7
Cc1ccc(OCCC(=O)OCC(=O)NCCc2ccccc2)cc1	-7.1	8.4	-11.2	3.4	-17.1	1.2	10.4	-5.8
Nc1nc(-c2cc3ccccc3o2)cs1	4.7	6.8	-1.4	0.0	71.5*	39.4	-5.1	39.4
Cc1cc(-c2nc(-c3ccncc3)no2)ccc1[N+](=O)[O-]	5.3	12.9	-0.1	0.9	59.5*	54.5*	3.7	60.7*
Cc1ccc(NC(=O)CN(C)C(=O)CCSc2ccc(F)cc2)cc1	-1.0	14.3	0.9	1.7	10.7	3.7	10.0	2.0
COc1ccc(CNC(=O)c2cccc(N3CCCC3=O)c2)cc1	-6.7	10.9	-1.7	3.1	-10.4	0.8	1.3	1.5
COc1ccc(NC(=O)c2ccc3c(c2)C(=O)N(CC2CCCO2)C3=O)cc1 (stereo unspecified)	1.9	9.4	-11.4	1.8	-10.8	5.9	4.8	-3.8
O=C1CC2(CCCC2)CC(=O)N1CCCCN1CCN(c2ncccn2)CC1	12.9	25.0	-5.0	0.4	-18.0	-9.5	-5.5	-11.0
COCCn1nnnc1C(c1cc2ccc(C)cc2[nH]c1=O)N(Cc1ccco1)Cc1cccs1 (stereo unspecified)	27.3	-35.4	-2.7	-21.4	-22.9	-4.5	-8.0	-4.7
CCCOc1ccc(/C=c2\sc3ncnn3c2=O)cc1	8.1	-3.0	-3.7	2.7	-33.2	-7.3	4.4	-9.8

Bioassay records (PubChem BioAssay)
